Efa HMGR inh: inhibitors of E. faecalis class II HMGR, primary screen, biochemical, Enterococcus faecalis | HMG-CoA reductase (Enterococcus faecalis, mvaE) | purified E. faecalis HMGR, NADPH absorbance 340 nm kinetic | actives 0.41% (n = 190,000) | AID 1066, 2008 | inhibition, % at 10 µM;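 active = inhibition above a set limit, the median over all tested compounds plus 3 SD, cut at about 9.5% in these data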;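 also: enzyme runs in reverse so mevalonate oxidation gives rising NADPH absorbance; 0% = complete reaction with DMSO and 100% = background rate lacking mevalonate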
FLuc inhib CS: firefly luciferase enzyme inhibitors, primary screen, artefact control for luciferase-based inhibitor screens, biochemical, luminescence, ATPLite; Luciferin 4-monooxygenase (Photinus pyralis), P08659; 10 min; inhibition, % at 10 µM; actives 1.5% (n = 200,000); AID 1006, 2008;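 active = inhibition above about 50% when tested at 10 µM, limit read from the data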
Target sequence (P08659 whole entry, looked up): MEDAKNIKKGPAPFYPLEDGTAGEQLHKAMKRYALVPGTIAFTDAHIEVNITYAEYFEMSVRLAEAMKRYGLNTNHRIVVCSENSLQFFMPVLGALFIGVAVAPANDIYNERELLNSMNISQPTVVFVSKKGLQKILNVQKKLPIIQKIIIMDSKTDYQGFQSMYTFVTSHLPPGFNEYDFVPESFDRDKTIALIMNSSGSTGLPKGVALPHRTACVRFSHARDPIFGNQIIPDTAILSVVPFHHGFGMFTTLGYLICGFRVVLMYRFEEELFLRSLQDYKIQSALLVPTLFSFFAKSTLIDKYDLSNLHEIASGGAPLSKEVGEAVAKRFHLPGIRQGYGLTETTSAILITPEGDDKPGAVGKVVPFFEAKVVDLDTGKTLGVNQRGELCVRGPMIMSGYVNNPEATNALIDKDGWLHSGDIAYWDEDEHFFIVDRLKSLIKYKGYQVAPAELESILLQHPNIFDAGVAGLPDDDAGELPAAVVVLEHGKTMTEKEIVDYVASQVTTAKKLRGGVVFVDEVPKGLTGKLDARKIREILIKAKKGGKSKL
Hsp70 activator: Hsp70 transcriptional activators, primary screen, cell-based, HeLa, Hsp70 promoter luciferase, luminescence, 10 µM | HeLa Hsp70 promoter luciferase reporter; scaled: vehicle 0, proteasome-inhibitor control 100% | activation, % at 10 µM | actives 0.04% (n = 200,000) | AID 1203, 2008;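 active = activation above the mean across all tested compounds plus 3 SD, cutoff set per campaign, cut at about 5.5% in these data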;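 also: 100% = MG132 at 30 µM as the positive control and 0% = DMSO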
STAT1 act: STAT1 signaling activators, primary screen, cell-based, HTS, luciferase reporter. NIH 3T3 STAT1-luciferase reporter, IFN-gamma, luminescence; 100% = IFN-gamma alone, no compound. activation (% of control), % at 5.5 µM. actives 2.6% (n = 200,000). AID 932, 2007;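 active = activation above the screen-wide mean activation plus 3 SD, cut at about 130% in these data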;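 also: raw ratio to IFN-gamma control signal so 100% means no change and 0% no light; values of inactives mirror those of a sister screen read the other way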
G6PDH CS: L. mesenteroides G6PDH inhibitors, counter-screen for G6PDH-coupled screening assays, biochemical, Leuconostoc mesenteroides enzyme. glucose-6-phosphate dehydrogenase [Leuconostoc mesenteroides]. Purified L. mesenteroides G6PDH, diaphorase/resazurin coupled fluorescence, 45 min. inhibition, % at 5 µM. actives 0.12% (n = 200,000). AID 1020, 2008; in the data active = inhibition above about 50%
FLuc stim CS: FLuc activators, initial screening, artefact control for FLuc-dependent activation tests, biochemical, ATPlite luminescence; Luciferin 4-monooxygenase (Photinus pyralis), P08659; ATPlite luciferase biochemical, 10 min; 0 = ATP-free wells, 1 = DMSO control; activation factor at 10 µM; 200,000 tested, under 10 active;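 active = luciferase activation factor, scaled between plate controls, of at least 2 with compound at 10 µM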
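Material: Luciferase/luciferin reagent mix | Doses: Test compounds dosed from 2 mM stocks in 100% DMSO | Timing: 10 min incubation after luciferase reagent addition, room temperature | Measured by: Luminescence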
Redox H2O2 prof: compounds producing H2O2 with reducing agent – biochemical, NIH compound library profiling, artefact control for MLSCN library redox annotation, primary screen | DTT-dependent redox cycling H2O2, phenol red/HRP absorbance; 100% = 100 µM peroxide control, 0% = buffer | activation, % at 10 µM | actives 0.03% (n = 200,000) | AID 878, 2007;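 active = activation of at least 50% relative to the plate's high and low controls in the primary single-dose screen; inactive = activation below 50%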;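 also: compound incubated with DTT at 0.8 mM final as the reducing agent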
NF-kB expr up: activators of NF-kB expression in neurons, primary screen, cell-based, HTS; human neuronal cells, NF-kB reporter expression; hits give high values; fold change at 12.5 µM; actives 1.6% (n = 190,000); AID 1239, 2008; in the data active = fold change above about 3.3
APP transl inh: inhibitors of APP translation via 5'UTR reporter, primary screen, APP 5'UTR luciferase, SH-SY5Y cells; SH-SY5Y APP 5'UTR-luciferase reporter, luminescence; inhibition, % at 2 µM; actives 0.82% (n = 190,000); AID 1285, 2008;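 active = inhibition above a set limit, derived from the sample mean plus 3 SD, cut at about 45% in these data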; also: values of inactives mirror those of a sister screen read the other way
APP 5'UTR act: activators of APP 5'UTR luciferase reporter, primary screen, SH-SY5Y cells; SH-SY5Y APP 5'UTR luciferase reporter, luminescence; zero percent = DMSO vehicle wells; activation, % at 2 µM; actives 1% (n = 190,000);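 active = activation above a set limit, based on mean plus 3 SD of controls, cut at about 140% in these data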; also: values of inactives mirror those of a sister screen read the other way
Numbers without * were called inactive; nt = not tested or not shown.

SMILES | Efa HMGR inh | FLuc inhib CS | Hsp70 activator | STAT1 act | G6PDH CS | FLuc stim CS | Redox H2O2 prof | NF-kB expr up | APP transl inh | APP 5'UTR act
CCN(C(=O)c1cn(C)c(=O)c2cc(OC)c(OC)cc12)c1cc(C)ccc1C | -6 | -4 | -0.3 | 97 | 0 | 1 | -0.2 | 0.88 | 10 | -10
CN(C)/C=C1/C(=O)Nc2ccccc21 | -3 | -2 | -0.2 | 100 | 4 | 1 | 2.6 | 1.1 | 1 | -1
CCC(=O)N1N=C(c2ccc(NS(C)(=O)=O)cc2)CC1c1ccc(C)cc1 (stereo unspecified) | -2 | -5 | -0.3 | 99 | 8 | 1.1 | 0.3 | 1.3 | 1 | -1
COc1cc(CN2CCN(Cc3ccc(C)cc3)C(CCO)C2)cc(OC)c1O (stereo unspecified) | -3 | -4 | 0.0 | 99 | 58* | 1 | 2.5 | 1.2 | 12 | -12
COc1cc(OC)nc(Oc2cc(/C=N/O)ccc2OC)n1 | 4 | 1 | -0.1 | 97 | 12 | 1 | -1.9 | 1 | 10 | -10
CN(C)S(=O)(=O)c1cccc(NC(=S)NC(=O)C2CCCCC2)c1 | -2 | -2 | -0.1 | 112 | 1 | 1 | -0.1 | 1.3 | -20 | 20
CCNc1nc(NCC)n2c(SC(C)C(=O)c3ccc(C)cc3)nnc2n1 (stereo unspecified) | -8 | 1 | -0.5 | 86 | 13 | 1 | 0.0 | 0.92 | -22 | 22
CCCc1nc2ccccc2c(NC(=O)CN(CC)CC)c1CC | 0 | 2 | -0.1 | 100 | -4 | 1 | 0.8 | 1.1 | 7 | -7
COc1ccc(C(=O)NC(=S)N(CCC(C)C)c2c(N)n(Cc3ccccc3)c(=O)[nH]c2=O)cc1 | -9 | -5 | -0.4 | 94 | 1 | 1 | 0.1 | 0.89 | -25 | 25
Cc1cccc(C)c1NC(=O)CCCSc1nnnn1C | -2 | -2 | 0.0 | 106 | 9 | 1 | -0.1 | 1.2 | -6 | 6
CCC(=O)c1cn(CC(=O)NCc2ccco2)c2ccccc12 | -6 | -4 | -0.2 | 106 | 9 | 1 | -0.3 | 1.6 | 5 | -5
O=C(NC1CCCCC1)C(c1cccnc1)N(C(=O)c1csnn1)C1CCCC1 (stereo unspecified) | -5 | 0 | 0.7 | 104 | -5 | 1 | 0.6 | 1.3 | -2 | 2
CC(C)(C)c1nnc(NC(=O)C2CCN(c3ncccn3)CC2)s1 | -2 | -7 | -0.3 | 108 | 3 | 1.1 | 1.4 | 1.3 | -2 | 2
CCN(Cc1ccccc1)C(=O)CSc1nc(C)cc(C)c1C#N | 4 | -6 | 0.5 | 95 | -34 | 1.1 | -0.8 | 0.93 | -3 | 3
C=CCn1c(-c2cccc(OCC)c2)n[nH]c1=S | -1 | -3 | 0.1 | 100 | 8 | 1 | 0.4 | 1.1 | -2 | 2
CCOC(=O)CSc1nnc(CSc2nc(C)cc(C)n2)n1Cc1ccco1 | -4 | -6 | -0.1 | 99 | -2 | 1.1 | -2.2 | 1 | 11 | -11
CCC(C)c1ccc(NC(=S)NCc2cccs2)cc1 (stereo unspecified) | 0 | -3 | -0.3 | 101 | 1 | 1 | 3.1 | 1.3 | -10 | 10
COC(=O)C1=NNC2C(=O)N(c3ccc(C)cc3)C(=O)C12 (stereo unspecified) | -5 | -1 | -0.3 | 112 | 6 | 1 | -0.3 | 0.95 | -6 | 6
CCOc1ccc(S(=O)(=O)n2ccnc2)c2ccccc12 | -4 | -2 | nt | nt | -5 | 1 | -1.3 | 0.92 | 5 | -5
O=C(C1=C[C@H](C2CCCCC2)C[C@H](OCc2ccc(CO)cc2)O1)N1CCN(Cc2ccc3c(c2)OCO3)CC1 | -1 | -2 | 0.1 | 101 | 10 | 1 | 0.5 | 1.1 | 24 | -24
CCCCC(=O)Nc1nnc(-c2ccc(OC)cc2)s1 | -1 | 8 | 0.5 | 118 | 3 | 0.9 | 1.0 | 1.5 | -10 | 10
O=C1C2C3C=CC(CO)(O3)C2C(=O)N1c1ccccc1-c1ccccc1 (stereo unspecified) | 0 | 6 | -0.3 | 94 | -2 | 0.9 | -0.2 | 1.1 | 70* | -71
NC(=O)c1ccc(NC(=O)C2CC2)cc1 | 4 | -9 | -0.3 | 102 | 1 | 1.1 | -1.1 | 1.2 | -34 | 34
CSc1nnc(NC(=O)c2ccc(S(=O)(=O)N(C)C)cc2)s1 | 0 | 60* | 0.2 | 123 | 5 | 0.4 | 0.5 | 1.7 | -79 | 79
COc1ccc(NS(=O)(=O)c2ccc3nc(COc4ccc(C#N)cc4)[nH]c3c2)cc1 | -2 | 0 | -0.2 | 103 | 1 | 1 | -0.1 | 0.72 | -6 | 6

Other results
SMILES | Efa HMGR inh | FLuc inhib CS | Hsp70 activator | STAT1 act | G6PDH CS | FLuc stim CS | Redox H2O2 prof | NF-kB expr up | APP transl inh | APP 5'UTR act
Cc1c(NS(=O)(=O)c2cccc(C(=O)NCc3ccc(Cl)cc3)c2)c(=O)n(-c2ccccc2)n1C | 0 | 1 | -0.2 | 103 | -13 | 1 | 0.7 | 0.85 | -7 | 7
CC1=C(c2ccccc2)[N+](=O)C2(CCCCC2)N1[O-] | -1 | -4 | -0.1 | 94 | 1 | 1 | -0.9 | 1.1 | -35 | 35
CCOc1c2ccc(C(=O)NCc3cc(C(F)(F)F)cc(C(F)(F)F)c3)cc2nn1CCOC | nt | -2 | -0.2 | 100 | 6 | 1 | -9.2 | 1.1 | 1 | -1
CCOC(=O)c1[nH]c(C)c(/C(O)=C2\C(=O)C(=O)N(CCCN(C)C)C2c2cccnc2)c1C (stereo unspecified) | -3 | 0 | 0.4 | 97 | 3 | 1 | -0.1 | 1.2 | -23 | 23
CCOC(=O)C1CCCN(C(=O)CCC(=O)Nc2ccc3nc(N4CCOCC4)cc(C)c3c2)C1 (stereo unspecified) | 1 | 13 | -0.2 | 97 | 4 | 0.9 | -1.1 | 0.72 | -36 | 36
O=C1COc2ccc(C(=O)COC(=O)CNC(=O)c3ccccc3)cc2N1 | -6 | -5 | 0.0 | 102 | 3 | 1.1 | -0.5 | 1.1 | -3 | 3
COc1ccc(CNC(=O)c2cc3c(C)nc4ccccc4c3o2)c(OC)c1 | 2 | -11 | -0.3 | 73 | 2 | 1.1 | -0.3 | 0.65 | -7 | 7
CCOC(=O)c1c(C)c(C(=O)Nc2ccc3c(c2)OCO3)c(C)n1C | 2 | 3 | -0.2 | 104 | 5 | 1 | 0.0 | 1.2 | -18 | 18
COc1ccc(COc2ccccc2C(N)=O)cc1F | -14 | 3 | 0.1 | 106 | -5 | 1 | 0.0 | 1.6 | -23 | 23
CCN(CC)CCNS(=O)(=O)c1ccc(Cl)cc1 | -1 | -3 | 0.0 | 107 | 11 | 1 | -0.7 | 1.2 | -12 | 12
CCn1c(O)c(N=NC(=O)c2ccc(CSc3nncn3C)cc2)c2ccccc21 | 2 | 5 | -0.1 | 100 | -1 | 0.9 | -0.1 | 0.41 | 2 | -2
COc1ccccc1Oc1c(C)oc2c(CN3CCN(CCO)CC3)c(O)ccc2c1=O | -4 | -8 | 1.3 | 110 | 4 | 1.1 | 0.3 | 1.1 | 8 | -8
CCn1cc(C(=O)O)c(=O)c2cc(F)c(N/N=C/c3ccccc3[N+](=O)[O-])cc21 | -6 | -3 | -0.2 | 91 | 12 | 1 | 1.1 | 0.66 | 0 | 0
Cc1nc2ncnn2c(C)c1CCC(=O)NCc1ccc2c(c1)OCO2 | 7 | -2 | -0.1 | 100 | 5 | 1 | 0.5 | 1.1 | 4 | -4
COc1cnc(SCc2c(Cl)cccc2Cl)nc1Cl | -2 | -2 | -0.2 | 95 | -3 | 1 | 0.7 | 1.4 | 2 | -2
CC1CCC2C(=O)N(c3cccc(OS(=O)(=O)c4ccccc4)c3)C(=O)C2C1 (stereo unspecified) | 0 | -3 | -0.2 | 97 | 12 | 1 | -0.2 | 1 | 9 | -9
Cn1c(=O)c2c(-c3ccc(C(C)(C)C)cc3)n(N3CCOCC3)cc2n(C)c1=O | -3 | -2 | -0.5 | 102 | 7 | 1 | 2.4 | 1.1 | -2 | 2
Cc1ccc2[nH]c(=O)c(CN(C)C(=O)c3cccs3)cc2c1 | 3 | -1 | -0.3 | 108 | 2 | 1 | -0.7 | 1.3 | 12 | -12
N#CC(C#N)=NNc1ccc(S(=O)(=O)N2CCCCC2)cc1 | -1 | -6 | -0.4 | 94 | 5 | 1.1 | 0.2 | 0.73 | -21 | 21
O=C(c1ccc(Cl)cc1)C1CCN(C(=O)NC2CCCCC2)CC1 | 0 | -6 | -0.3 | 98 | -18 | 1.1 | 3.0 | 0.7 | -11 | 11
C=CCNS(=O)(=O)c1ccc(OCC(=O)OCC)cc1 | -4 | -4 | -0.1 | 99 | -9 | 1 | 2.5 | 1.3 | -5 | 5
CSc1nsc(SC)c1C(=O)N1CCN(S(=O)(=O)c2ccc(C)cc2)C1C(C)C (stereo unspecified) | -3 | -12 | -0.2 | 91 | 2 | 1.1 | 0.5 | 0.57 | -10 | 10
CCOC(=O)c1cc(-c2ccccc2)nc2c1c(C)nn2-c1ccccn1 | -3 | -5 | -0.3 | 100 | 0 | 1.1 | 0.2 | 0.47 | 14 | -14
O=C(CSCC(=O)NC1CC1)Nc1ccccc1 | 0 | -2 | -0.4 | 103 | 8 | 1 | -0.9 | 1.2 | -8 | 8
O=C(NCc1nnc2c3ccccc3c(-c3ccccc3)nn12)c1ccccc1Cl | -1 | -7 | 0.2 | 101 | 3 | 1.1 | -0.6 | 0.99 | -12 | 12
COc1ccc(OCC(=O)Nc2cc(OC)cc(OC)c2)cc1 | -3 | -3 | -0.3 | 106 | 6 | 1 | -2.4 | 1.3 | 3 | -3
Cc1ccc(O)c(-c2cc(C(=O)NCc3ccncc3)[nH]n2)c1 | -2 | 0 | -0.1 | 99 | 4 | 1 | -0.9 | 1.4 | -14 | 14
COc1ccc2occ(C(=O)c3ccc(N=C(C)N(C)C)cc3)c2c1 | -2 | 4 | -0.1 | 124 | -25 | 1 | -0.1 | 1.6 | -32 | 32

Of the compounds above, these contain a cyano group.
SMILES | Efa HMGR inh | FLuc inhib CS | Hsp70 activator | STAT1 act | G6PDH CS | FLuc stim CS | Redox H2O2 prof | NF-kB expr up | APP transl inh | APP 5'UTR act
CCN(Cc1ccccc1)C(=O)CSc1nc(C)cc(C)c1C#N | 4 | -6 | 0.5 | 95 | -34 | 1.1 | -0.8 | 0.93 | -3 | 3
COc1ccc(NS(=O)(=O)c2ccc3nc(COc4ccc(C#N)cc4)[nH]c3c2)cc1 | -2 | 0 | -0.2 | 103 | 1 | 1 | -0.1 | 0.72 | -6 | 6
N#CC(C#N)=NNc1ccc(S(=O)(=O)N2CCCCC2)cc1 | -1 | -6 | -0.4 | 94 | 5 | 1.1 | 0.2 | 0.73 | -21 | 21
